Assay outcomes from PubChem.
SENP6 block: SENP6 protease inhibition | Recombinant SENP6 catalytic domain, aminoluciferin luminescence | inhibition, % at 10 µM | 330,000 compounds, 1.8% hits;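 active means inhibition above about 50% at the single tested dose, limit read from the data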;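 further: plate controls were DMSO wells with enzyme for no effect and DMSO wells lacking enzyme for full effect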
MPTP inh: blocks calcium-induced mitochondrial swelling | isolated mouse mitochondria, Ca2+ swelling absorbance, 30 min | inhibition, % at 10 µM | 360,000 compounds, 1.4% hits | AID 602449;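 active means inhibition of 50% or more, scaled per plate between neutral and stimulator controls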;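 further: 0% = DMSO wells given calcium and 100% = 1 mM EGTA wells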
SENP7 inh: blocks the human protease SENP7 | Q9BQF6 | recombinant SENP7, Z-RLRGG-aminoluciferin luminescence, 40 min | inhibition, % at 5 µM | 330,000 compounds, 1.5% hits;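 active means inhibition above about 50% at the single test dose, limit read from the data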;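 further: plate controls were DMSO with enzyme for no effect and no enzyme buffer wells for full effect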
Target sequence (Q9BQF6 706-1050 limits assumed): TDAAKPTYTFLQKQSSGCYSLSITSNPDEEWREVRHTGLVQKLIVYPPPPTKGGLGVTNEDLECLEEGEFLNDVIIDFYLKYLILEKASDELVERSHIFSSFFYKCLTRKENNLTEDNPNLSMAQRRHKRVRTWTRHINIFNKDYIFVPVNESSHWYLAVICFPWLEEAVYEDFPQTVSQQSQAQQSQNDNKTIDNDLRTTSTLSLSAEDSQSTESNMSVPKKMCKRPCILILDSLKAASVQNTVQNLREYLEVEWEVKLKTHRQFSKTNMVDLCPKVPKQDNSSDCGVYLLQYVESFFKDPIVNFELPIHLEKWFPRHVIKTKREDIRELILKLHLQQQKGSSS
ATG4B inhibitor: ATG4B (human) cysteine protease inhibition; inhibition, % at 8.33 µM; ATG4B cleavage of LC3-PLA2, NBD-HPC fluorescence, 1 h; AID 504462; 340,000 compounds, 0.51% hits; Q9Y4P1; in the data active means inhibition above about 40%
Target sequence (Q9Y4P1 whole entry, looked up): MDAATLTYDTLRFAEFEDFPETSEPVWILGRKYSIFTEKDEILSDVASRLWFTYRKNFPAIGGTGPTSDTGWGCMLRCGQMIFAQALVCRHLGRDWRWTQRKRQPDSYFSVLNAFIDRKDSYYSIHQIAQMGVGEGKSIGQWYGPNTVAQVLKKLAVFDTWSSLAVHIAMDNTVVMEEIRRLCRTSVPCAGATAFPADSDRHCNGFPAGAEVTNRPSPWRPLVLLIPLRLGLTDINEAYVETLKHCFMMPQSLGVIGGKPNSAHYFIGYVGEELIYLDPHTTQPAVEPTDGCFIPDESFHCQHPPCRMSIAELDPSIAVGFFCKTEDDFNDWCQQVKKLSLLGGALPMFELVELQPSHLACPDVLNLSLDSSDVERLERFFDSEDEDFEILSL
SENP8 inh: SENP8 (human) protease inhibition. Q96LD8. recombinant SENP8, Nedd8 substrate fluorescence. inhibition, % at 20 µM. 360,000 compounds, 0.64% hits. AID 602440; in the data active means inhibition mostly above about 40%, no sharp cut-off; inactive means mostly below about 27%
Target sequence (Q96LD8 whole entry, looked up): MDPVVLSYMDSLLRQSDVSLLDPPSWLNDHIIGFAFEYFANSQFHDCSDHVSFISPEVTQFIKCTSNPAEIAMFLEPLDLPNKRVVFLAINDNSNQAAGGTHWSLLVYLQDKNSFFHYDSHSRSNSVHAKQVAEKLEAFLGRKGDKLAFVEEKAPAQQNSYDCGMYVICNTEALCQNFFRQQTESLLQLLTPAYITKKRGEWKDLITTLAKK
HKDC1 inh: HKDC1 (human) hexokinase inhibition; 340,000 compounds, 0.16% hits; recombinant HKDC1, G6PDH/diaphorase resazurin coupled fluorescence; Q2TB90; inhibition, % at 20 µM;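 active means inhibition above about 35% when tested at 20 µM, limit read from the data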;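 further: plate controls were DMSO wells with enzyme for no effect and DMSO wells lacking enzyme for full effect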
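System: Recombinant HKDC1 hexokinase | Amount: HKDC1 at 5 µg/mL | Reagent: Glucose with 1 mM ATP | Doses: Single 20 µM dose | Incubation: Reaction time 90 min, room temperature, protected from light | Signal: Coupled resazurin fluorescence, excitation 525 nm, emission 613 nm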
PfG6PD inh: PfG6PD (Plasmodium falciparum) enzyme inhibition. PfGluPho enzyme, NADPH resazurin-diaphorase fluorescence. inhibition, % at 20 µM. 350,000 compounds, 0.78% hits;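 active means inhibition reaching at least a set limit at 20 µM in the primary screen, cut at about 59% in these data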;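 further: 0% = DMSO wells with substrate and 100% = DMSO wells lacking glucose-6-phosphate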
GRIN3A LBD mod: modulators (binders) of human NR3A ligand-binding domain. NR3A LBD differential scanning fluorimetry, Tm shift; 0% = protein alone, 100% = glycine-bound protein. Tm shift relative to glycine control, % at 25 µM. 340,000 compounds, 2.5% hits. AID 1259313;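 active means melting temperature shift of at least 10% of the positive control shift, at one fixed dose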
* hit, by the source's call; . = no result given.

SMILES	SENP6 block	MPTP inh	SENP7 inh	ATG4B inhibitor	SENP8 inh	HKDC1 inh	PfG6PD inh	GRIN3A LBD mod
COc1cccc2sc(NNC(=O)COc3ccccc3)nc12	-29	-0.6	5	-9	4	-4	0	-1
N#Cc1cc2c([nH]c1=O)CCCC2	-15	0.9	-2	1	-387	-3	-1	-1
Cc1csc(=O)n1CCC(=O)OC(C)C(=O)NCc1ccccc1 (stereo unspecified)	-6	-2.1	3	5	8	1	-2	-1
O=C(C1=NN[C@@H]2C(=O)N(Cc3ccccc3)C(=O)[C@H]12)c1ccc(F)cc1	-8	0.2	-7	4	32	2	-14	1
COc1ccc(C(=O)N=c2sc3ccccc3n2C)cc1OC	33	-0.5	27	-21	-416	-3	6	0
COc1ccc(C2/C(=C(/O)c3ccccc3)C(=O)C(=O)N2CC(C)O)c(OC)c1 (stereo unspecified)	6	0.5	5	-4	18	-1	-5	2
CC[C@@H]1CCCCc2ccccc2[C@@H](C(=O)C[C@H](O)CC(C)=O)OC1=O	22	3.0	7	.	-4	3	-8	0
COCCCN1C(=O)c2ccccc2C1C(=O)NC1CCCCCC1 (stereo unspecified)	15	2.7	11	4	22	16	-18	-4
CCc1ccc(S(=O)(=O)Nc2cc(SCC(=O)O)c(O)c3ccccc23)cc1	73*	-2.4	30	-25	33	54*	89*	2
C[C@H](c1ccccc1)n1nnc(COCc2ccccc2)c1C#CCOCc1ccccc1	-4	0.1	-7	6	13	4	12	0
C=CCn1c(SCc2c(C)noc2C)nc2cc(C(=O)O)ccc2c1=O	11	1.4	-2	-11	5	-8	-13	-1
CCCCn1nnnc1SCC(=O)NC1CCCCC1	-9	-0.3	-8	-13	0	-6	-5	1
CC(=O)OC1CC(C)(C)N(OC(=O)c2ccccc2)C(C)(C)C1	-6	-0.5	-16	-16	6	0	-6	6
OC(COc1ccccc1)Cn1c2ccccc2c2ccccc21 (stereo unspecified)	-23	4.4	-4	1	-9	-7	27	-3
Cc1ccc(/C=N/Nc2ccc3ccccc3n2)o1	79*	-1.5	88*	-13	-457	2	42	5
CCOC(=O)C1=C(COC(=O)CNC(=O)c2ccc(C(C)(C)C)cc2)NC(=O)NC1C (stereo unspecified)	-20	0.9	-3	-1	-2	3	-16	0
CCCC(=O)Nc1ccc2nc(SCC(=O)N3CCCC3)sc2c1	18	-0.1	7	-6	-13	8	6	-2
O=C(Nc1ccccc1C(=O)NCCc1ccccc1)c1cnccn1	-14	-1.5	-2	-8	14	-3	-1	2
O=C(CCl)N(CCCNC(=O)C(F)(F)F)c1ccc([N+](=O)[O-])cc1	2	0.0	-3	-9	15	24	16	4
O=C(O)CCCCCNC(=O)OCC1c2ccccc2-c2ccccc21	-10	0.0	2	1	10	-2	-9	-2
O=C1NC[C@H](Cc2ccccc2)N(CC2CCN(CCC34CC5CC(CC(C5)C3)C4)CC2)C1=O	.	-1.4	.	.	20	-4	0	-1
COc1cc(/C=N/NC(=O)CCn2nc(C)cc2C)ccc1O	6	1.6	-5	-4	-8	-1	2	0
CC(C)CN(C(=O)COC(=O)c1ccc(Cl)nc1)c1c(N)n(Cc2ccccc2)c(=O)[nH]c1=O	11	-0.4	-6	-1	6	-3	8	-2
CN(C)c1ccc(P(=O)(OC2CCCCC2)C(Nc2ccccc2)c2cccnc2)cc1 (stereo unspecified)	-13	4.4	2	-4	9	0	2	-1
Cc1ccc(C)n1NC(=O)c1ccccc1O	-4	78*	-4	10	-8	-9	-33	-2
O=C(COC(=O)c1ccc(S(=O)(=O)NCc2ccco2)cc1)Nc1ccc(OC(F)F)cc1	-3	-0.2	0	-3	24	-3	-3	-25
COCCNC(=S)N1CCC(c2nc(-c3ccc(F)cc3)no2)CC1	5	1.0	7	-9	7	-6	-4	0
CC1CCCN(S(=O)(=O)c2cc3c4c(c2)CCN4C(=O)CC3)C1 (stereo unspecified)	-19	-0.7	-12	3	0	-2	-6	1
CN(C)c1ccccc1C(=O)c1ccccc1N(C)C	-8	0.6	5	0	-106	3	-9	-1
Nc1nc(N2CCN(C(=O)c3ccco3)CC2)nc2ccc(Br)cc12	42	1.2	25	-7	-443	-5	11	2
COc1ccccc1CNCC(=O)Nc1ccccc1-n1cccc1	-4	-2.1	5	29	4	-8	-11	-2
COc1cc(NC(=O)c2ccc(=O)[nH]n2)cc(OC)c1OC	6	-1.1	-5	-4	25	-4	-4	1
O=C(NCC1CCCO1)c1ccc([N+](=O)[O-])s1 (stereo unspecified)	18	0.0	4	3	26	-8	1	-1
O=C(CSCc1ccccc1)Nc1ccc2c(c1)OCO2	-5	-1.2	3	-4	22	-4	13	-1
CN(CC(=O)Nc1ccc(F)cc1)C(=O)Cc1ccsc1	-3	0.4	3	8	4	-1	-1	1
CCOC(=O)c1ccc(CSc2nnc(-c3ccncc3)n2N)cc1	-17	-2.0	11	-3	16	-4	-5	1
N#CCc1ccc(OC(=O)c2cnccc2C(F)(F)F)cc1	1	2.1	3	0	20	-5	10	-2
CC1=NNC(=O)C1CC(=O)N/N=C(\C)c1ccco1 (stereo unspecified)	-9	-1.3	1	-7	6	-7	-3	0
Cc1cc2ccccc2c(=O)n1CC(=O)NCC(=O)N1CCN(c2ccccc2F)CC1	-11	-0.9	0	1	-53	5	-15	-2
COc1cccc(-c2cc(C(=O)Nc3c(C)nn(Cc4ccccc4C)c3C)no2)c1	5	-0.2	-2	14	16	7	11	11*

Part of the list above, showing only SENP7 inh:
smiles	SENP7 inh
COc1cc(NC(=O)c2ccc(=O)[nH]n2)cc(OC)c1OC	-5
O=C(NCC1CCCO1)c1ccc([N+](=O)[O-])s1 (stereo unspecified)	4
O=C(CSCc1ccccc1)Nc1ccc2c(c1)OCO2	3
CN(CC(=O)Nc1ccc(F)cc1)C(=O)Cc1ccsc1	3
CCOC(=O)c1ccc(CSc2nnc(-c3ccncc3)n2N)cc1	11

Further structures:
SMILES	SENP6 block	MPTP inh	SENP7 inh	ATG4B inhibitor	SENP8 inh	HKDC1 inh	PfG6PD inh	GRIN3A LBD mod
CC(C)CCNC(=O)c1ccc2c(c1)N(C)C(=O)c1ccccc1S2	-2	0.6	-7	-1	12	-1	-15	4
CCOc1ccc(NC(=O)N(C2CCCCC2)C2CCN(C(C)=O)CC2)cc1	-13	-1.9	7	-6	5	-3	-5	-2
COC(=O)C1=C(N)Oc2cc(C)n(CC3CCCO3)c(=O)c2C1c1ccccc1 (stereo unspecified)	-1	-1.6	-13	2	22	6	-7	0
COc1cccc(Cn2nnc(C(=O)Nc3cc(Cl)ccc3OC)c2N)c1	-3	0.7	0	1	6	-1	-6	1
CCOC(=O)c1cc2c(ccn2C)n1Cc1ccccc1C	-3	2.1	8	18	2	9	7	2
Cc1ccc(OCc2cc(C(=O)N(CCO)Cc3cccs3)no2)cc1C	-3	-0.8	-14	0	-2	-3	6	1
CC[C@]12c3[nH]c4ccc(Cl)cc4c3CCN1C(=O)[C@@H](CC(=O)NC/C=C(\C)CCC=C(C)C)C[C@@H]2C(=O)N1CCN(C(=O)c2ccco2)CC1	.	-1.4	7	-11	-1	3	21	-7
CCC(C)NC(=O)c1ccc([N+](=O)[O-])c(Cl)c1 (stereo unspecified)	-17	-0.8	-9	-7	14	-1	-1	-1
Cc1ccc(C)c(-n2nnnc2SCC(=O)Nc2cccc(-c3nnc4n3CCCCC4)c2)c1	-25	1.6	-2	-7	16	-7	-7	3
CCOC(=O)N1CCN(C(=O)c2cn(C)c(=O)c3c2c2ccccc2n3C)CC1	-26	-0.4	-5	12	-277	-1	-11	-2
O=C(O)C1CCN(c2ccccc2[N+](=O)[O-])CC1	-27	-0.7	3	6	8	2	-4	-3
COc1ccccc1NC(=O)CCS(=O)(=O)c1ccccc1	9	0.3	3	11	-2	-4	-4	-3
O=C1CN(C(=O)/C=C/c2cc(Br)ccc2F)CCN1	-10	0.8	-1	3	12	-3	-15	-1
O=C(CSc1nnc(CNC(=O)c2ccco2)o1)Nc1ccccc1C(F)(F)F	-10	-2.4	10	-5	6	0	9	0
COc1ccc(S(=O)(=O)NNC(=S)NCCc2ccccc2)c(OC)c1	-8	-1.9	-4	-6	10	-2	-8	-1
O=C(CNCc1ccc(Cl)cc1)NCc1ccco1	-8	0.0	-13	-9	14	-4	10	1
CNC(=O)C(=O)N/N=C/c1cccnc1	17	-0.3	2	7	5	-3	-10	5
COc1ccc(S(=O)(=O)N2CCCCC2)cc1NC(=O)CNc1ccccc1C(C)=O	7	3.3	9	-9	-213	1	-3	0
Cc1cc(N)n2ncc(-c3ccc(Cl)cc3)c2n1	-28	1.6	-11	3	-331	4	9	8
Cc1cc(=O)oc2cc(NC(=O)CCC(=O)O)ccc12	-3	-2.3	-4	3	-286	-3	-6	0
O=C(NCc1ccccc1)C(c1ccc(O)cc1)N(C(=O)Cn1nnc(-c2cccs2)n1)c1ccc2c(c1)OCCO2 (stereo unspecified)	13	-0.4	-4	17	8	-2	-8	-2
COc1ccc(C(C(=O)NC2CCCCC2)N(C(=O)CCl)c2cccc(Cl)c2)cc1 (stereo unspecified)	.	-0.4	.	7	8	14	-8	-3
Cc1ccc(S(=O)(=O)NCC(=O)N2CCOCCOCCOCC2)cc1	4	-0.5	7	0	7	0	-16	-2
CC(C)CCNC(=S)Nc1ccccn1	19	-1.2	-1	-4	12	-1	29	-2
CCCN(C(=O)Cn1ncc2c([nH]c3ccccc32)c1=O)c1ccccc1C	7	0.6	3	4	-6	-2	-2	-1
Nc1ncnc2c1C1(CCCCC1)Cc1ccccc1-2	19	7.6	-2	-5	-45	-7	4	-10
COc1ccc(NC(=O)N2c3ccccc3C(C)=CC2(C)C)cc1	-10	-0.3	-1	-3	-391	-7	-3	-2
COc1ccc(C(=O)Nc2ccc(S(=O)(=O)Nc3nccc(C)n3)cc2)cc1[N+](=O)[O-]	-5	0.7	-8	-2	17	-5	2	-1
COc1ccc(-n2c(SCC(=O)Nc3ccc(Cl)cc3)nc(O)c(Cc3ccccc3)c2=O)cc1	0	13	-3	-6	-4	5	-20	10*
CCOC(=O)CN1C(=N)N(c2nc(NC(C)C)nc(OC)n2)CC1=O	-4	2.4	-7	4	9	-7	-13	-1

The final 3 records of the part before are carried over, then new ones follow:
SMILES	SENP6 block	MPTP inh	SENP7 inh	ATG4B inhibitor	SENP8 inh	HKDC1 inh	PfG6PD inh	GRIN3A LBD mod
COc1ccc(C(=O)Nc2ccc(S(=O)(=O)Nc3nccc(C)n3)cc2)cc1[N+](=O)[O-]	-5	0.7	-8	-2	17	-5	2	-1
COc1ccc(-n2c(SCC(=O)Nc3ccc(Cl)cc3)nc(O)c(Cc3ccccc3)c2=O)cc1	0	13	-3	-6	-4	5	-20	10*
CCOC(=O)CN1C(=N)N(c2nc(NC(C)C)nc(OC)n2)CC1=O	-4	2.4	-7	4	9	-7	-13	-1
COc1cc(OC)c(OC)cc1/C=C1\CCC(C2CCCC2)C1=O (stereo unspecified)	-13	2.9	-3	2	-215	2	15	1
COC(=O)c1ccc(NC(=O)C2CCCN2S(=O)(=O)c2ccc(C)cc2)cc1 (stereo unspecified)	19	-1.9	1	-5	-4	-5	5	-1
CCOC(=O)C1=C(C)NC(=O)NC1/C=C/c1ccccc1OC (stereo unspecified)	-15	-1.5	-8	-7	9	-1	3	-2
COc1ccc(C(=O)NCc2ccc3c(c2)cc(C)n3C)cc1	-6	1.0	1	-11	-50	-3	6	-1
COc1ccc(Br)cc1CN1CCN(C(=O)c2cccc(OC)c2OC)CC1	9	-1.7	1	-6	19	-8	-9	0
CC(=O)c1c(C)[nH]c(C(=O)CN2C(=O)NC(C)(c3ccc4c(c3)OCO4)C2=O)c1C (stereo unspecified)	5	-1.1	0	-6	3	-4	-8	1
CC(=O)Nc1cc(NC(C)=O)c(CC(C)C)s1	-1	-1.3	-3	-6	20	1	-1	1
